# Compound activity from PubChem.
# XIAP displacement – XIAP antagonists, biochemical, IAP family, fluorescence polarization (AID 1018); XIAP BIR domain, fluorescence polarization peptide displacement; higher % means a stronger effect; displacement, % at 20 µM; hits with a dose series show IC50 in µM; 0.007% of 200,000 active; in the data active = displacement above about 50%; also: a part of the inactive calls stands beside numbers as strong as those of hits
# human PMI inhibition – inhibitors of human PMI, primary screen, biochemical, fluorescence intensity, coupled assay (AID 1209); 0.42% of 190,000 active; purified PMI enzyme, coupled fluorescence intensity; higher % means a stronger effect; inhibition, % at 20 µM, or IC50 in µM where a hit was titrated;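 also: plate controls were DMSO vehicle for no effect and wells lacking substrate for full effect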
# human PMI inhibitors – human PMI inhibitors, high substrate, primary screen, biochemical, fluorescence intensity, high mannose 6-phosphate (AID 1220); recombinant PMI enzyme, coupled fluorescence intensity; higher % means a stronger effect; inhibition, % at 20 µM; hits with a dose series show IC50 in µM; 0.66% of 190,000 active
# LYP phosphatase – inhibitors of LYP phosphatase, biochemical, fluorescence intensity, uHTS (AID 1779). Tyrosine-protein phosphatase non-receptor type 22 (Homo sapiens). recombinant LYP phosphatase, fluorescence intensity; higher % means a stronger effect. inhibition, % at 11.5 µM, or IC50 in µM where a hit was titrated. 0.054% of 290,000 active;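 also: plate controls were vehicle with enzyme for no effect and no enzyme for full effect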
# P. falciparum M17LAP – P. falciparum M17LAP inhibitors, primary screen, biochemical, fluorogenic H-Leu-NHMec substrate, 1536-well (AID 1619). inhibition, % at 30 µM; hits with a dose series show IC50 in µM. recombinant M17LAP, H-Leu-NHMec fluorogenic kinetic assay; higher % means a stronger effect. Leucine aminopeptidase (Plasmodium falciparum (isolate 3D7)). 0.38% of 220,000 active;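 active = compound inhibiting the enzyme by more than half at any dose during confirmatory dose-response retesting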;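 also: plate controls were full reaction with DMSO carrier for no effect and no enzyme background for full effect; strong numbers were not always called active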
# Dynein cargo inh – inhibitors of GR-EGFP nuclear translocation, primary screen, dynein cargo transport inhibitor project, imaging, high-content, 3617.4 mouse cells. test concentration mostly 20 µM; stimulated with dexamethasone, 1 µM; active compounds read low. z-score, hits read low. 0.47% of 220,000 active;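 active = plate z-score of nuclear minus cytoplasmic receptor signal below a set negative limit, without overly bright fluorescence or cell loss, cut at about -3.5 in these data, passing the limit was not always enough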;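 also: z-score of nuclear minus cytoplasmic ring GR-EGFP intensity difference per well; some compounds called inactive have numbers as strong as hits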
#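 Also added: dexamethasone, 1.0 µM final. Medium: tet-free, stripped-serum medium. Detection: fixed, Hoechst-stained cells imaged at 10x for EGFP. Read-out: nuclear-to-cytoplasmic GR-EGFP distribution per well. Times: induction 48 h, compound 1 h, agonist 30 min.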
# SIAH1 antagonists – Siah-1 peptide-binding antagonists, primary screen, biochemical, fluorescence polarization, rhodamine-plectin, uHTS (AID 1817) | E3 ubiquitin-protein ligase SIAH1 (Homo sapiens) | Siah-1 / rhodamine-plectin peptide fluorescence polarization; higher % means a stronger effect | one-dose displacement, % at 20 µM; IC50 in µM for titrated hits | 0.02% of 290,000 active;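 active = displacement of at least 50% at 20 µM, with a fluorescence ratio check between 0.3 and a set limit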;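 also: plate controls were Siah plus tracer with DMSO for no effect and tracer alone without Siah for full effect; strong numbers were not always called active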
# P. falciparum M1AAP – P. falciparum M1AAP inhibitors, biochemical, fluorogenic H-Leu-NHMec substrate, 1536-well (AID 1445); Aminopeptidase N (Plasmodium falciparum (isolate 3D7)); recombinant M1AAP, H-Leu-NHMec fluorogenic kinetic assay; higher % means a stronger effect; inhibition, % at 30 µM, or IC50 in µM where a hit was titrated; 0.42% of 220,000 active;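 active = primary inhibition above the hit cutoff, then over 50% inhibition at one or more dose response concentrations, cut at about 23% in these data, passing the limit was not always enough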;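 also: plate controls were DMSO full reaction for no effect and no enzyme background for full effect; strong numbers were not always called active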
# AID2073 – inhibitors of Mint1-CaV2.2 protein interaction, biochemical, HTRF (AID 2073) | HTRF protein-protein interaction, Mint1-CaV2.2; higher % means a stronger effect | inhibition, % at 20 µM, or IC50 in µM where a hit was titrated | 0.19% of 290,000 active; in the data active = inhibition mostly above about 51%, no sharp cut-off; also: some results filed as inactive read as strong as hits
# Dynein cargo inh cytoplasmic EGFP – further read-out of Dynein cargo inh, marked with its call; z-score; measured here: cytoplasmic GR-EGFP intensity; active compounds read high
# Dynein cargo inh nuclear GR-EGFP – also measured in Dynein cargo inh; calls as there; z-score; measured here: nuclear GR-EGFP intensity;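 lower value marks the stronger effect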
# Dynein cargo inh cell count – further read-out of Dynein cargo inh, marked with its call; z-score; measured here: cell count per field
# The depositor's hits bear a star; / = no result given. Rule as the data show it, unless noted: active = inhibition above about 50%; inactive = the rest.
[1] CCCCn1nc(C(=O)Nc2ccc(S(=O)(=O)Nc3ncccn3)cc2)c2ccccc2c1=O
[2] CCOC(=O)C1CCCN(Cc2ccc(OC)cc2OC)C1 (stereo unspecified)
[3] CCC(Sc1nc2cc(OC)c(OC)cc2c(=O)n1Cc1ccco1)C(=O)NCCOC (stereo unspecified)
[4] CCN(CC)c1ccc(/C=c2/sc3nnc(-c4ccccc4C)n3c2=O)cc1
[5] C=CCc1cccc(OC)c1OCCOCCn1ccnc1
[6] CCN1CCc2c(C#N)c(N3CCCCC3)nc(N3CCOCC3)c2C1
[7] CCOC(=O)CNC(=O)c1ccc2[nH]c3ccccc3c2c1
[8] CCOc1ccc2nc(NC(=O)c3cnc(C)cn3)sc2c1
assay / compound	1	2	3	4	5	6	7	8
XIAP displacement	-6.8%	-3.9%	-3.0%	22%	-19%	-3.5%	-3.9%	1.7%
human PMI inhibition	-6%	6%	-1%	-8%	-9%	3%	3%	-1%
human PMI inhibitors	3%	4%	1%	-3%	-6%	8%	6%	-11%
LYP phosphatase	1%	-5%	0%	-8%	5%	0%	-2%	0%
P. falciparum M17LAP	7%	18%	3%	10%	6%	-12%	33%	3%
Dynein cargo inh	-1.7	0.76	-0.39	-1.8	1.3	1	2.4	-0.088
Dynein cargo inh cytoplasmic EGFP	-0.2	-0.12	-0.057	4.1	-0.2	-0.18	-0.21	-0.22
Dynein cargo inh nuclear GR-EGFP	-0.73	0.56	-0.05	-0.27	0.75	0.95	0.58	0.052
Dynein cargo inh cell count	0.74	-1	0.63	0.8	-1.5	-0.76	-1	0.017
SIAH1 antagonists	24%	4%	0%	83%	6%	-2%	2%	2%
P. falciparum M1AAP	0%	0%	6%	0%	2%	17%	1%	1%
AID2073	8%	1%	-3%	34%	-5%	1%	13%	0%

[9] CC(=O)NC1C(=O)N=C(SCC(=O)NC2CCCCC2)NC1=O (stereo unspecified)
[10] CCOC(=O)c1cn[nH]c1N
[11] CCCc1cc2c(-c3ccccc3)cc(=O)oc2cc1OCc1ccc(C(=O)O)o1
[12] COc1cc([N+](=O)[O-])ccc1-c1ccc(/C=N/NC(=O)c2ccccc2O)o1
[13] CCc1cccc(C)c1NC(=S)NCc1ccc2c(c1)cc(C)n2C
[14] COc1ccc(OC)c(NC(=O)CSCC(=O)O)c1
[15] O=C(O)c1nccnc1C(=O)Nc1ccccc1-c1ccccc1
[16] O=C1c2ccccc2C(=O)N1CCCCN(C(=O)c1ccco1)c1ccc(Cl)cc1
assay / compound	9	10	11	12	13	14	15	16
XIAP displacement	-1.9%	-1.4%	-7.8%	/	-6.5%	-12%	/	-6.1%
human PMI inhibition	-8%	6%	3%	/	11%	15%	/	10%
human PMI inhibitors	2%	4%	11%	/	12%	9%	/	12%
LYP phosphatase	-6%	-10%	-6%	-10%	-4%	-7%	-1%	-3%
P. falciparum M17LAP	-1%	36%	20%	5%	3%	6%	2%	-2%
Dynein cargo inh	-0.73	-0.73	-0.47	-0.41	-0.21	-0.88	0.086	0.47
Dynein cargo inh cytoplasmic EGFP	-0.36	-0.14	-0.29	-0.18	-0.26	-0.22	-0.27	-0.016
Dynein cargo inh nuclear GR-EGFP	-0.032	-0.34	-0.044	-0.17	0.75	-0.013	0.12	0.87
Dynein cargo inh cell count	0.24	1.9	0.092	0.19	0.079	0.7	0.32	-0.98
SIAH1 antagonists	2%	-5%	1%	25%	-2%	-1%	-5%	0%
P. falciparum M1AAP	9%	4%	14%	10%	3%	0%	-6%	2%
AID2073	-9%	8%	11%	56%	8%	0%	5%	1%

[17] COC(=O)CCC(=O)OC1(C)C(=O)C2=CN(C(CO)CO)C(c3ccc(OC)cc3)=CC2=C(Br)C1=O (stereo unspecified)
[18] O=C(Nc1ccccc1C(=O)NCC1CCCO1)c1ccco1 (stereo unspecified)
[19] CCOC(=O)N1CCN(C(=O)c2ccc(NC(=O)CC)cc2)CC1
[20] COCCCNC(=O)CCCCCNS(=O)(=O)c1ccc(Br)cc1
[21] CCCCOc1ccccc1NC(=O)c1scc2c1OCCO2
[22] O=C(NNC(=S)Nc1ccc(Br)cc1Cl)c1ccncc1
[23] CC1=CC(=C(C#N)C#N)C=C(C)N1Cc1ccc(Cl)cc1
[24] COc1ccc(-n2cnnc2SCc2cnc(-c3ccccc3)s2)cc1
assay / compound	17	18	19	20	21	22	23	24
XIAP displacement	/	0.3%	-4.3%	-6.7%	-1.7%	-1.0%	-9.8%	-4.4%
human PMI inhibition	/	5%	8%	-4%	14%	1%	-15%	0%
human PMI inhibitors	/	-2%	-1%	-6%	16%	0%	-2%	2%
LYP phosphatase	-7%	-3%	-11%	-6%	8%	-6%	-7%	-6%
P. falciparum M17LAP	1%	13%	-6%	3%	-4%	21%	-10%	0%
Dynein cargo inh	0.072	-0.39	2.3	-1	-0.53	-0.81	-0.8	1.1
Dynein cargo inh cytoplasmic EGFP	-0.67	-0.21	-0.19	0.51	0.5	-0.24	-0.28	-0.29
Dynein cargo inh nuclear GR-EGFP	0.098	-0.26	1.2	-0.76	-0.16	-0.11	-0.51	0.58
Dynein cargo inh cell count	-0.32	0.93	-0.92	0.46	0.6	-0.27	0.94	-0.37
SIAH1 antagonists	2%	-3%	2%	-2%	24%	5%	19%	1%
P. falciparum M1AAP	2%	2%	1%	3%	7%	-6%	2%	3%
AID2073	17%	6%	-3%	-2%	30%	-8%	11%	2%

# The last four compounds of the part above lead into the next.
[21] CCCCOc1ccccc1NC(=O)c1scc2c1OCCO2
[22] O=C(NNC(=S)Nc1ccc(Br)cc1Cl)c1ccncc1
[23] CC1=CC(=C(C#N)C#N)C=C(C)N1Cc1ccc(Cl)cc1
[24] COc1ccc(-n2cnnc2SCc2cnc(-c3ccccc3)s2)cc1
[25] COc1ccc(Cl)cc1C(=O)Nc1ccc(NC(=O)C(C)C)cc1
[26] NC(=O)c1ccc(NC(=O)COC(=O)CCC(=O)c2ccc(Cl)cc2)cc1
[27] Cc1ccc(S(=O)(=O)N(C)C)cc1NC(=O)c1cc(=O)[nH]c2ccccc12
[28] O=C(Nc1ccc(Br)cn1)C1CCCN1S(=O)(=O)c1ccccc1 (stereo unspecified)
[29] COc1ccc(C(=O)N2CCN(C(=O)Cc3ccccc3)CC2)cc1
[30] Cc1cc[n+](-c2nc3ccccc3nc2[N-]S(=O)(=O)c2cccs2)cc1C
[31] CCOC(=O)C1CCCN(C(=O)c2ccc(OC(C)=O)cc2)C1 (stereo unspecified)
[32] CC1=C(C(=O)OC(C)C)C(c2cccc(F)c2)N2C(=O)C(C)SC2=N1 (stereo unspecified)
assay / compound	21	22	23	24	25	26	27	28	29	30	31	32
XIAP displacement	-1.7%	-1.0%	-9.8%	-4.4%	-4.1%	-3.1%	-2.8%	-3.2%	-4.3%	-8.3%	-5.0%	-1.3%
human PMI inhibition	14%	1%	-15%	0%	3%	-5%	-13%	12%	-26%	4%	1%	11%
human PMI inhibitors	16%	0%	-2%	2%	7%	-5%	-12%	8%	-10%	0%	1%	10%
LYP phosphatase	8%	-6%	-7%	-6%	-7%	7%	-6%	-6%	6%	-6%	-7%	-2%
P. falciparum M17LAP	-4%	21%	-10%	0%	0%	0%	-4%	8%	0%	9%	7%	-6%
Dynein cargo inh	-0.53	-0.81	-0.8	1.1	-0.79	-1	1.7	-0.37	0.53	-0.45	-0.31	-0.14
Dynein cargo inh cytoplasmic EGFP	0.5	-0.24	-0.28	-0.29	-0.3	0.13	-0.29	-0.22	-0.11	-0.2	-0.12	-0.31
Dynein cargo inh nuclear GR-EGFP	-0.16	-0.11	-0.51	0.58	0.18	0.013	1.2	-0.38	0.56	0.099	0.12	0.24
Dynein cargo inh cell count	0.6	-0.27	0.94	-0.37	1	0.46	-0.99	0.47	0.4	0.78	-0.22	0.59
SIAH1 antagonists	24%	5%	19%	1%	3%	-6%	-2%	-2%	3%	1%	-1%	-3%
P. falciparum M1AAP	7%	-6%	2%	3%	2%	3%	3%	9%	5%	6%	4%	-1%
AID2073	30%	-8%	11%	2%	6%	18%	2%	-3%	6%	15%	25%	-5%

[33] CCOC(=O)c1ccc(Oc2cc(C)nc(Cl)n2)cc1
[34] O=[N+]([O-])c1cc(-c2cnc3ccccc3n2)ccc1Cl
[35] CC(=O)c1c(C)[nH]c(C(=O)COc2cc(C)ccc2C(C)C)c1C
[36] COc1ccc(CCC(=O)OCC(=O)Nc2ccccc2OC(F)F)cc1OC
[37] c1ccc(CNc2nc(-c3cccnc3)cs2)cc1
[38] CCOc1ccc(NC(=O)CN2CCN(CC(=O)Nc3ccc(F)cc3)CC2)cc1
[39] CCC1CCCCN1C(=O)N[C@@H](Cc1ccccc1)C(=O)O (stereo partly specified)
[40] NC(=O)c1ccc(/C=N/O)nc1
assay / compound	33	34	35	36	37	38	39	40
XIAP displacement	/	-6.3%	-6.6%	-5.7%	15%	-2.8%	-2.2%	-2.8%
human PMI inhibition	/	10%	7%	-10%	10%	-15%	0%	-10%
human PMI inhibitors	/	9%	3%	-2%	10%	-28%	0%	-7%
LYP phosphatase	-2%	-5%	-5%	-8%	-4%	-2%	-4%	-8%
P. falciparum M17LAP	5%	-1%	-3%	-3%	40%	28%	19%	18%
Dynein cargo inh	-0.61	-0.21	-0.77	-0.72	2.1	-0.023	-0.063	-0.88
Dynein cargo inh cytoplasmic EGFP	-0.29	-0.21	-0.11	0.64	-0.078	-0.37	-0.24	-0.33
Dynein cargo inh nuclear GR-EGFP	-0.35	0.12	-0.45	-0.013	0.7	-0.24	0.23	-0.37
Dynein cargo inh cell count	1	-0.1	2.8	0.23	-1.8	0.38	0.54	0.78
SIAH1 antagonists	0%	-3%	-3%	0%	0%	0%	7%	2%
P. falciparum M1AAP	10%	-1%	2%	0%	0%	8%	-1%	1%
AID2073	-4%	16%	6%	7%	16%	-3%	-5%	-1%

# Filtered by structure: the entries above with two or more sulfur atoms.
[24] COc1ccc(-n2cnnc2SCc2cnc(-c3ccccc3)s2)cc1
[30] Cc1cc[n+](-c2nc3ccccc3nc2[N-]S(=O)(=O)c2cccs2)cc1C
assay / compound	24	30
XIAP displacement	-4.4%	-8.3%
human PMI inhibition	0%	4%
human PMI inhibitors	2%	0%
LYP phosphatase	-6%	-6%
P. falciparum M17LAP	0%	9%
Dynein cargo inh	1.1	-0.45
Dynein cargo inh cytoplasmic EGFP	-0.29	-0.2
Dynein cargo inh nuclear GR-EGFP	0.58	0.099
Dynein cargo inh cell count	-0.37	0.78
SIAH1 antagonists	1%	1%
P. falciparum M1AAP	3%	6%
AID2073	2%	15%
